# Assay outcomes: PubChem, Sanford-Burnham Center for Chemical Genomics
# SENP8 block = SENP8 (human) protease inhibition | inhibition, % at 20 µM | hit rate 0.64% among 360,000 | recombinant SENP8, Nedd8 substrate fluorescence | Q96LD8; in the data active means inhibition mostly above about 40%, no sharp cut-off; inactive means mostly below about 27%
# Target sequence (Q96LD8 whole entry, looked up): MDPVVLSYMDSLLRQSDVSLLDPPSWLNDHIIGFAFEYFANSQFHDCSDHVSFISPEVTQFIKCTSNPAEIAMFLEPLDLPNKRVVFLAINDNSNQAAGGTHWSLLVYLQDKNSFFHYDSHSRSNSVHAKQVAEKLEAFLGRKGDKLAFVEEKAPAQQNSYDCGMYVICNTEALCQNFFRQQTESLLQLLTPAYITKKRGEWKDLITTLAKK
# SENP6 block = SENP6 protease inhibition; inhibition, % at 10 µM; AID 2599; Recombinant SENP6 catalytic domain, aminoluciferin luminescence; hit rate 1.8% among 330,000;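 active means inhibition above about 50% at the single tested dose, limit read from the data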;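 further: plate controls were DMSO wells with enzyme for no effect and DMSO wells lacking enzyme for full effect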
# Target sequence (Q9GZR1 628-1112 limits assumed): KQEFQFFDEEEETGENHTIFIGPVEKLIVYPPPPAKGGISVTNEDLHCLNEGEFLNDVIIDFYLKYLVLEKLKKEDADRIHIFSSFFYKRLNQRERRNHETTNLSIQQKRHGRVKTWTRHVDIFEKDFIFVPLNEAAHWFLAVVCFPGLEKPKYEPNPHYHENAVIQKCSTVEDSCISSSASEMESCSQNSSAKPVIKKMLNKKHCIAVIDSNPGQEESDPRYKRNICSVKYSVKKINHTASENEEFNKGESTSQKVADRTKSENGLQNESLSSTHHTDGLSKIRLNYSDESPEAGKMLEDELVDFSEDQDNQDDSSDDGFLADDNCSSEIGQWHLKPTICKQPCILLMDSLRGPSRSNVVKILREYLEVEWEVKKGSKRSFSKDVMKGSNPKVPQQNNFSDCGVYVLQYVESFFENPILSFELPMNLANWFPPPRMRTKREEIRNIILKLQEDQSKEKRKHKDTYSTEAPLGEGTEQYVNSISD
# MPTP inh = inhibitors of mitochondrial permeability transition pore; isolated mouse mitochondria, Ca2+ swelling absorbance, 30 min; inhibition, % at 10 µM; hit rate 1.4% among 360,000; AID 602449;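 active means inhibition of 50% or more, scaled per plate between neutral and stimulator controls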;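 further: 0% = DMSO wells given calcium and 100% = 1 mM EGTA wells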
# NR3A LBD binder = modulators (binders) of human NR3A ligand-binding domain; Tm shift relative to glycine control, % at 25 µM; hit rate 2.5% among 340,000; NR3A LBD differential scanning fluorimetry, Tm shift; 0% = protein alone, 100% = glycine-bound protein;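 active means melting temperature shift of at least 10% of the positive control shift, at one fixed dose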
# PfGluPho inh = PfG6PD (Plasmodium falciparum) enzyme inhibition | PfGluPho enzyme, NADPH resazurin-diaphorase fluorescence | inhibition, % at 20 µM | hit rate 0.78% among 350,000 | AID 504690;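 active means inhibition reaching at least a set limit at 20 µM in the primary screen, cut at about 59% in these data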;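 further: 0% = DMSO wells with substrate and 100% = DMSO wells lacking glucose-6-phosphate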
# ATG4B inh = blocks human ATG4B protease cleavage of LC3 substrate. hit rate 0.51% among 340,000. ATG4B cleavage of LC3-PLA2, NBD-HPC fluorescence, 1 h. inhibition, % at 8.33 µM. Q9Y4P1; in the data active means inhibition above about 40%
# Target sequence (Q9Y4P1 whole entry, looked up): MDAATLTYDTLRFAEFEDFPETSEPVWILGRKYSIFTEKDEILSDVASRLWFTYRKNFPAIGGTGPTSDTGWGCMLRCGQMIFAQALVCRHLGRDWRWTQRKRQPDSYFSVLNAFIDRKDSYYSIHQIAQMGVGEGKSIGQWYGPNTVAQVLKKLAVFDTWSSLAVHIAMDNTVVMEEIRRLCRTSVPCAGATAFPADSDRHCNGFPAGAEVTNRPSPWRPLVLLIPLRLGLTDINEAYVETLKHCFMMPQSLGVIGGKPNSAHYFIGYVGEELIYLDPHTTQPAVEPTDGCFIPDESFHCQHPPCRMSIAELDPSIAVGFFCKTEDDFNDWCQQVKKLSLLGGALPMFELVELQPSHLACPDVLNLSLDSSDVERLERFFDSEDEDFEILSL
# SENP1 FRET inh = inhibitors of human SENP1 SUMO protease catalytic domain. Q9P0U3. recombinant SENP1 catalytic domain, CyPet-SUMO1-YPet FRET cleavage. inhibition, % at 10 µM. hit rate 0.21% among 360,000;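 active means inhibition at least 30% at 10 µM, raw YFP signal under a set limit, fluorescence ratio 0.5 to 1.5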;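 further: 0% = enzyme with DMSO and 100% = no enzyme wells; some results filed as inactive read as strong as hits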
#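 System: Recombinant human SENP1 catalytic domain, His6-tagged | Incubation: Enzyme reaction for 50 min at room temperature, dark | Medium: Tris pH 8 with BME, BSA, NP40 and catalase | Also added: 25 nM SUMO1 FRET substrate | Compound: 10 µM single point, 0.5% DMSO | Measured by: FRET fluorescence in CFP and YFP emission channels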
# hIAP activ = human IAP activation. activation factor at 10 µM. purified human IAP, CDP-Star luminescence, 30 min; hits give high values; 1 = vehicle-only enzyme, 0 = enzyme-free background. P09923. AID 2524. hit rate 0.16% among 330,000;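 active means activation factor of the enzyme at least 2-fold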; further: the source names both 10 and 20 µM as test concentration; values of inactives mirror those of a sister screen read the other way
# Active calls of the source: *; . = not tested or not shown.
cpd	canonical_smiles	SENP8 block	SENP6 block	MPTP inh	NR3A LBD binder	PfGluPho inh	ATG4B inh	SENP1 FRET inh	hIAP activ
1	COC(=O)[C@@H]1C[C@@]2(O)[C@H](O)[C@H](O)[C@H](O)C[C@H]2N1Cc1ccccc1OS(=O)(=O)c1ccc(C)cc1	15	6	-0.1	4	4	4	0	0.89
2	CN(C)c1ccc(NC(=O)C2C3C=CC(C3)C2C(=O)O)cc1 (stereo not given)	51*	26	-1.4	1	36	11	8	0.95
3	O=C(CCN1C(=O)C2CC=CCC2C1=O)Nc1nc(-c2ccc(F)c(F)c2)cs1 (stereo not given)	18	-6	1.0	-1	-3	3	0	1.2
4	COc1ccccc1P(=O)(c1ccccc1)c1ccccc1NC(C)=O (stereo not given)	16	-7	0.1	1	7	1	0	1
5	COCCN1CN=C(Nc2nc3ccccc3o2)NC1	15	12	-4.5	0	-21	-4	1	1.2
6	O=C(Nc1cnn(Cc2ccccc2)c1)c1cc2nc(-c3ccco3)cc(C(F)(F)F)n2n1	-160	-27	-6.3	-13	-24	21	-61	0.93
7	COc1ccccc1N1CCN(Cc2ccc(Br)o2)CC1	12	4	-0.7	-1	-7	13	1	0.82
8	Cc1ccc(C(=O)COC(=O)C(C)N2C(=O)C3C4C=CC(C4)C3C2=O)cc1C (stereo not given)	13	0	1.6	2	1	-7	4	0.95
9	CCN(CC)S(=O)(=O)c1ccc(-c2nnco2)cc1	14	-15	0.2	1	-16	1	1	0.97
10	Fc1ccc(C2=CC(c3ccco3)n3ncnc3N2)cc1 (stereo not given)	-416	10	1.5	-2	6	-2	-28	0.93
11	O=C1Cc2ccccc2C(c2ccc(Cl)cc2Cl)N1 (stereo not given)	23	11	3.4	-3	3	2	3	0.97
12	Cc1cc(C(=O)NCCc2ccccc2)ccc1[N+](=O)[O-]	7	-13	-0.2	2	9	-11	-1	0.97
13	Cc1ccc(S(=O)(=O)NCc2ccc(C(=O)NCCN(Cc3ccccc3)C(C)C)cc2)cc1	15	10	51*	-2	6	-8	0	1
14	CCOc1ccc(NC(=O)C2CC(=O)N(Cc3ccco3)C2)cc1 (stereo not given)	8	5	0.1	2	-2	-2	1	1
15	COc1ccc(C(=O)N[C@H](C(=O)NCc2ccco2)C(C)C)cc1	13	-11	2.4	0	5	-8	-2	1.1
16	CCn1cc(C(=O)O)c(=O)c2cc(F)c(N3CCN(C(=S)NC(=O)c4ccc(F)c(F)c4)CC3)cc21	-432	-22	-2.1	-2	39	1	1	1
17	Cc1ccc(NC(=O)COC(=O)Cc2cccs2)cc1S(=O)(=O)N1CCOCC1	-22	2	1.3	6	9	-3	2	1.2
18	CC(=O)c1c(O)cc2n(c1=O)-c1ccc(Cl)cc1C2(C)C	-294	-7	1.0	-10	-20	2	-22	1
19	O=C(NCCCN1CCOCC1)c1ccccc1N1C(=O)[C@@H]2Cc3c([nH]c4ccccc34)C(c3ccc(F)cc3)N2C1=O (stereo not given in full)	-1	-7	-1.1	-2	4	-9	-28	1.1
20	Cc1cc(C)cc(N2C(=O)N(c3ccccc3C)C3CS(=O)(=O)CC32)c1 (stereo not given)	2	-29	0.0	-2	5	-7	0	1.1
21	O=C(Nc1ccc(S(=O)(=O)N2CCCCC2)cc1)C1CCN(C(=O)c2ccc(F)cc2)CC1	4	-15	-0.1	1	17	-5	0	1.1
22	O=C(CCCN1C(=O)/C(=C\c2cccs2)SC1=S)NNC(=O)c1ccncc1	23	12	1.5	0	-2	2	9	1.1
23	CCOC(=O)c1sc(NC(=O)Nc2ccccc2)cc1C	-79	98*	94*	43*	37	16	2	1.2
24	CCN(CC)S(=O)(=O)c1ccc(S(=O)(=O)Nc2ccc3c(c2)oc2ccccc23)cc1	19	-8	60*	24*	-13	-20	0	1
25	CCc1nc(SCC(=O)Nc2cc(C)on2)c2c(=O)n(C)c(=O)n(C)c2n1	17	0	-1.0	-2	2	-5	2	1
26	CC(=O)c1ccc(OCCCC(=O)OCc2nnc(-c3ccc(Cl)cc3)o2)cc1	10	-16	-0.7	-3	-8	-4	-2	0.95
27	COc1ccc(OC)c(NC(=O)C2CCCN2C(=O)C2CCC(C)CC2)c1 (stereo not given)	2	-9	-1.6	-4	19	-1	0	0.95
28	CCCN(CCC)C(=O)Cc1ccc(F)cc1	9	3	0.2	1	-11	1	1	0.95
29	CCCN1C2CCCC1CC(NC(=O)c1cccc([N+](=O)[O-])c1)C2 (stereo not given)	14	-19	0.0	0	-15	2	3	1.2
30	CC(=O)/C(N=Nc1ccc(C(=O)O)cc1)=C(\C)O	26	76*	0.7	1	14	0	1	0.91
31	COc1ccc(OC)c(NC(=O)CSc2nc3[nH]c(=O)[nH]c(=O)c3s2)c1	5	.	0.0	-3	-22	0	-7	.
32	COc1cccc(N(CC(=O)N2CCCC2)S(C)(=O)=O)c1	14	10	-0.1	0	9	0	1	0.84
33	O=C(Cn1cnc2c(cnn2-c2ccc(F)cc2)c1=O)N1CCN(c2ccccc2F)CC1	8	-2	-1.5	1	-10	-5	0	0.95
34	CCC(=O)Nc1ccc(NC(=O)c2cc3ccccc3o2)c(OC)c1	-12	22	2.2	9	10	8	-1	1.1
35	OC1CCCN(Cc2ccc3c(c2)Cc2ccccc2-3)C1 (stereo not given)	20	-19	2.9	0	12	-6	1	0.83
36	COc1ccc(-c2csc3ncnc(NCCO)c23)cc1	9	-12	0.8	-1	5	7	1	1.1
37	O=C(Nn1c(-c2ccc(F)cc2)nc2ccccc2c1=O)c1cccnc1	4	-7	0.1	1	-6	-1	1	0.96
38	CC(C)C1COC(c2cccn2Cc2ccccc2Cl)=N1 (stereo not given)	4	-19	-1.7	-1	6	0	-2	0.99
39	Cn1c2ccccc2c2nnc(SC3CCOC3=O)nc21 (stereo not given)	20	-9	0.8	2	-7	-5	0	1
40	O=C(CNC(=O)c1ccco1)OCC(=O)c1ccc(Br)cc1	14	-20	-0.9	5	-3	0	2	1.1
41	O=C(COC(=O)c1ccco1)Nc1ccccc1[N+](=O)[O-]	19	8	1.3	-2	9	-5	2	0.89
42	CCCCCCc1cc2cc(S(=O)(=O)c3ccc(F)cc3)c(=O)oc2cc1O	-293	-19	81*	1	-26	36	-27	1
43	CCOc1ccc(S(=O)(=O)N(CC)CC(=O)NC2CCS(=O)(=O)C2)cc1 (stereo not given)	1	-5	0.3	0	5	4	0	0.97
44	O=C(COc1ccc(Cl)cc1Cl)NC(=O)N1CCCCC1	20	16	1.3	0	18	-10	3	0.88
45	COc1ccc(NC(=O)N(C)C[C@H]2Oc3c(NC(=O)NC(C)C)cccc3C(=O)N([C@H](C)CO)C[C@@H]2C)cc1	12	-25	0.4	1	-11	-10	0	1
46	CCNCCOC(c1ccccc1)c1ccccc1	22	-14	1.7	0	1	1	0	1.6
47	CN(C)S(=O)(=O)c1ccc2c(c1)nc(CCC(=O)NCc1ccc(Cl)cc1)n2C	-8	-1	-0.2	0	-23	2	-30	1.1
48	COc1ccc(-n2ncc3c(=O)n(CC(=O)N(C(C)C)C(C)C)cnc32)cc1	-32	-12	0.8	2	9	4	-1	1.1
49	C/C(=N\Nc1ccc([N+](=O)[O-])cc1)c1ccc(N2CCOCC2)cc1	34	1	6.4	8	2	1	-15	0.78
50	Cc1ccc(C)c(NC(=O)C2CC3CCC2C3)c1 (stereo not given)	24	9	2.9	-36	-12	2	1	1.1
51	CCCc1cc(C(=O)Nc2ccc(OC)cc2[N+](=O)[O-])cs1	14	12	0.1	5	30	-5	3	0.76
52	O=C(COc1ccc([N+](=O)[O-])cc1)NNC(=O)Nc1ccc([N+](=O)[O-])cc1	12	-8	67*	-1	7	1	0	1.5
53	CCn1nnc(NC(=O)CSc2ccc(Cl)cc2)n1	1	4	-1.9	-1	9	-2	1	0.95
54	Cc1cccc(OCC(=O)N2CCN(S(C)(=O)=O)CC2)c1	9	9	-1.3	-6	-11	0	1	0.91
55	Cc1ccn2c(Nc3ccccc3)c(-c3ccccn3)nc2c1	-352	-12	2.4	-8	20	5	-1	1.1
56	CCOC(=O)N1CCC(c2cc(=O)n3[nH]c(-c4ccccc4)cc3n2)CC1	-89	-3	-0.5	2	0	-3	-10	1.1
57	C/C(=N\NC(=O)c1nnn(-c2nonc2N)c1-c1cccs1)c1cccc(O)c1	-4	19	-1.3	-7	27	-15	2	1.2
58	COc1cccc(Nc2nc(-c3sc(NC(=O)CC(C)C)nc3C)cs2)c1	-77	-13	-0.4	-3	19	6	-7	0.89
59	O=C(C1CC(=O)N(c2ccc(F)cc2)C1)N1CCCCCC1 (stereo not given)	13	14	0.0	3	-9	-4	0	1.1
60	CCOC(=O)C1(Cc2cccc(F)c2)CCN(C(=O)C2CCC2)CC1	5	-24	-2.5	-1	1	0	2	0.98
61	COc1cccc2c1cc1c(=O)n(CC(=O)N3CCCCCC3)nc(C)n12	-284	-4	-1.2	-2	13	-9	0	1.4
62	COc1ccc(C(=O)Oc2ccc(C)cc2)cc1S(=O)(=O)N1CCOCC1	3	.	0.5	.	-3	.	3	.
63	Cc1ccc(C(=O)O/N=C(\N)c2ccccn2)cc1C	19	98*	0.7	2	-34	1	5	1.1

# 15 entries out of the list, sorted by SMILES length, lowest first.
cpd	canonical_smiles	SENP8 block	SENP6 block	MPTP inh	NR3A LBD binder	PfGluPho inh	ATG4B inh	SENP1 FRET inh	hIAP activ
46	CCNCCOC(c1ccccc1)c1ccccc1	22	-14	1.7	0	1	1	0	1.6
53	CCn1nnc(NC(=O)CSc2ccc(Cl)cc2)n1	1	4	-1.9	-1	9	-2	1	0.95
63	Cc1ccc(C(=O)O/N=C(\N)c2ccccn2)cc1C	19	98*	0.7	2	-34	1	5	1.1
55	Cc1ccn2c(Nc3ccccc3)c(-c3ccccn3)nc2c1	-352	-12	2.4	-8	20	5	-1	1.1
59	O=C(C1CC(=O)N(c2ccc(F)cc2)C1)N1CCCCCC1 (stereo not given)	13	14	0.0	3	-9	-4	0	1.1
41	O=C(COC(=O)c1ccco1)Nc1ccccc1[N+](=O)[O-]	19	8	1.3	-2	9	-5	2	0.89
51	CCCc1cc(C(=O)Nc2ccc(OC)cc2[N+](=O)[O-])cs1	14	12	0.1	5	30	-5	3	0.76
60	CCOC(=O)C1(Cc2cccc(F)c2)CCN(C(=O)C2CCC2)CC1	5	-24	-2.5	-1	1	0	2	0.98
61	COc1cccc2c1cc1c(=O)n(CC(=O)N3CCCCCC3)nc(C)n12	-284	-4	-1.2	-2	13	-9	0	1.4
62	COc1ccc(C(=O)Oc2ccc(C)cc2)cc1S(=O)(=O)N1CCOCC1	3	.	0.5	.	-3	.	3	.
56	CCOC(=O)N1CCC(c2cc(=O)n3[nH]c(-c4ccccc4)cc3n2)CC1	-89	-3	-0.5	2	0	-3	-10	1.1
48	COc1ccc(-n2ncc3c(=O)n(CC(=O)N(C(C)C)C(C)C)cnc32)cc1	-32	-12	0.8	2	9	4	-1	1.1
47	CN(C)S(=O)(=O)c1ccc2c(c1)nc(CCC(=O)NCc1ccc(Cl)cc1)n2C	-8	-1	-0.2	0	-23	2	-30	1.1
52	O=C(COc1ccc([N+](=O)[O-])cc1)NNC(=O)Nc1ccc([N+](=O)[O-])cc1	12	-8	67*	-1	7	1	0	1.5
45	COc1ccc(NC(=O)N(C)C[C@H]2Oc3c(NC(=O)NC(C)C)cccc3C(=O)N([C@H](C)CO)C[C@@H]2C)cc1	12	-25	0.4	1	-11	-10	0	1

# Complete entries, looked up by structure.
# COc1cccc(Nc2nc(-c3sc(NC(=O)CC(C)C)nc3C)cs2)c1 in the list: SENP8 block = -77; SENP6 block = -13; MPTP inh = -0.4; NR3A LBD binder = -3; PfGluPho inh = 19; ATG4B inh = 6; SENP1 FRET inh = -7; hIAP activ = 0.89
# COc1ccc(C(=O)Oc2ccc(C)cc2)cc1S(=O)(=O)N1CCOCC1 in the list: SENP8 block = 3; SENP6 block = .; MPTP inh = 0.5; NR3A LBD binder = .; PfGluPho inh = -3; ATG4B inh = .; SENP1 FRET inh = 3; hIAP activ = .
